m5-HT2A agonist = mouse Htr2a agonists via beta-arrestin recruitment, primary screen, cell-based, luminescence. CHO-K1 mHTR2A beta-arrestin complementation; percent of 30 µM serotonin response. activation, % at 7.6 µM. 0.66% of 360,000 active. AID 624169, 2012;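 active = activation above a run cutoff, the mean activation of all tested compounds plus 3 SD, cut at about 14% in these data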;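 also: 0% = plate median of compound wells and 100% = 30 µM serotonin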
Target sequence (P35363 whole entry, looked up): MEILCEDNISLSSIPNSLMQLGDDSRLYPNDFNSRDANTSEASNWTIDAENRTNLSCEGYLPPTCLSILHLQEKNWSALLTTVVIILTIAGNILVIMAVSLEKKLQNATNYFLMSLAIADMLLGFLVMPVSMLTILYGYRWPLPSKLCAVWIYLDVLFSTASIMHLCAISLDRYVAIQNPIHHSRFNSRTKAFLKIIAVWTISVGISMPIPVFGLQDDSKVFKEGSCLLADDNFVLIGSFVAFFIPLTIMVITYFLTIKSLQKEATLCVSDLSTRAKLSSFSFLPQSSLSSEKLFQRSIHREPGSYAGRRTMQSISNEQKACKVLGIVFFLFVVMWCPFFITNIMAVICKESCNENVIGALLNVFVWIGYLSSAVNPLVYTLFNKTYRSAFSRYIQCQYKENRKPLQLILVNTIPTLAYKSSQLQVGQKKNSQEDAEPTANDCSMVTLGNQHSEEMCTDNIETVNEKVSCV
MC4R ag barr = MC4R agonists recruiting beta-arrestin, primary screen, cell-based, luminescence, agonist arm of biased-ligand search; activation, % at 8.9 µM; Melanocortin receptor 4 (Homo sapiens), P32245; 0.98% of 360,000 active; U2OS MC4R beta-arrestin complementation; percent of melanotan II response, DMSO zero;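 active = activation above a per-plate cutoff, the mean activation of sample wells on that plate plus 3 SD, cut at about 8% in these data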
aDG glyco act = activators of alpha-DG glycosylation, primary screen, uHTS, Pro5-aDG cells, AlphaScreen; 0.22% of 360,000 active; AID 624168, 2012; activation, % at 10 µM; alpha-DG glycosylation AlphaScreen (IIH6); 0% Pro5, 100% B10-LARGE cell signal;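 active = activation of at least 8% versus controls, or a plate z-score of at least 8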;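 also: Pro5 are CHO cells carrying HIG-tagged alpha-DG that lacks glycosylation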
ABCB6 inh 2 = ABCB6 transporter inhibitors, primary screen, K562-ABCB6 cells, flow cytometry, MLPCN library. K562-ABCB6 porphyrin accumulation, 1 h; active compounds read low. 0.19% of 360,000 active. fluorescence ratio to DMSO, % at 10 µM;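 active = fluorescence ratio to DMSO below 75%, the collection mean minus 3 SD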;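 also: signal is porphyrin accumulated inside mitochondria; 100% equals median channel fluorescence of DMSO control wells; lower ratio means ABCB6 inhibition with less porphyrin fluorescence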
PDI inh = inhibitors of human PDI, primary screen, biochemical, turbidity, single point, plate reader. Protein disulfide-isomerase (Homo sapiens), P07237. PDI insulin aggregation turbidity, A650, 90 min. inhibition, % at 10 µM. 0.052% of 350,000 active;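 active = mean inhibition across replicates of 30% or more, whatever share of single replicates reach that level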;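 also: absorbance from insulin aggregation driven by PDI reduction with DTT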
Target sequence (P07237 whole entry, looked up): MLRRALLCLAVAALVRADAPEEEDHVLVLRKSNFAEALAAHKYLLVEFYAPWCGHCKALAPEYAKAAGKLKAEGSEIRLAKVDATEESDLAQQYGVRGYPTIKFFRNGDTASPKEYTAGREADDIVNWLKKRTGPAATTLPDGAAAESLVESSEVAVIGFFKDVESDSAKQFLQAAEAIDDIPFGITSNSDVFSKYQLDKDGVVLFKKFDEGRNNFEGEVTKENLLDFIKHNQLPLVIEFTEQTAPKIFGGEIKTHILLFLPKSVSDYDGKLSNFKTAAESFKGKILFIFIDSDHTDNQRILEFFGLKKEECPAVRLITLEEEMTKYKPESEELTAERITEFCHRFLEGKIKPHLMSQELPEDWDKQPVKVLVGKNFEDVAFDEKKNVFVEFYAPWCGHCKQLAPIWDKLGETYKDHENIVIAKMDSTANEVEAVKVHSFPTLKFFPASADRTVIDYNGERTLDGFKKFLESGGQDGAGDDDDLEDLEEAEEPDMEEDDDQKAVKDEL
CaV13 ICDI inh = Primary screen for inhibitors of IQ motif and Ca2+-dependent inactivation inhibitor domain binding in CACNA1D, Förster resonance energy transfer in living cells, …; inhibition, % at 12.3 µM; HEK cells, CFP/YFP FRET ICDI-IQ, plate reader, 10 min; percent FRET-ratio fall versus neutral wells; 0.098% of 340,000 active;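 active = mean replicate inhibition of at least 30% and at least 1% of replicates passing that level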;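 also: 0% = median of the neutral control wells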
MC4R antagonist = MC4R antagonists of cAMP signaling, primary screen, cell-based, TR-FRET, antagonist arm of biased-ligand search; MC4R-expressing cells, MTII-stimulated cAMP, LANCE TR-FRET; AID 540295, 2011; 0.48% of 360,000 active; Melanocortin receptor 4 (Homo sapiens), P32245; inhibition, % at 6.5 µM;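 active = inhibition above its plate's cutoff, the mean of tested wells on that plate plus 3 SD, cut at about 29% in these data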;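 also: 0% = Melanotan II alone and 100% = Melanotan II plus saturating MCL0020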
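System: U2OS cells stably expressing human melanocortin 4 receptor (MC4R). Reagent: Melanotan II challenge after compound preincubation. Doses: 6.5 µM. Times: 30-min compound, 1-h challenge, 1-h detection, room temperature. Measured by: TR-FRET with Eu-cAMP and labeled anti-cAMP, 671 nm. Replicates: singlicate.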
Glyco luc inh = increase of ERlucT glycosylation luciferase signal, primary screen, N-linked glycosylation inhibitor project, D54 ERlucT cells, luminescence, set 2. D54 ERlucT glycosylation luciferase reporter, 24 h; percent of 100 nM tunicamycin response. reporter increase, % at 12.5 µM. 0.23% of 360,000 active;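 active = mean luciferase reporter signal, scaled so untreated is 0 and the glycosylation-blocking control 100, at or above a set limit in every replicate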;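 also: luciferase carries N-glycosylation sites so blocking glycosylation raises the light; 0% = median of neutral control wells and 100% = median of 100 nM tunicamycin wells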
Vif inh = HIV Vif self-association inhibitors, primary screen, imaging, HEK293T, single point; 0.35% of 340,000 active; inhibition, % at 7.49 µM; HEK293T cells, Vif self-association by quenched fluorescence, 24 h; in the data active = inhibition above about 50%, passing the limit was not always enough; also: some results filed as inactive read as strong as hits
Cardio protect = cardioprotection against H2O2-induced cell death, primary screen, uHTS, H9c2 cells, ATPLite luminescence; H9c2 cardiomyocytes, H2O2 injury protection, 2 h; protection from H2O2 cell death, % at 20 µM; 0.63% of 360,000 active; AID 588492, 2011;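 active = compounds giving at least 50% protection of heart cells from peroxide-induced death in the single-dose screen, raw or plate-pattern-corrected value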;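 also: 0% = DMSO wells with peroxide and 100% = DMSO wells without peroxide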
* hit, by the source's call; i = inactive; / = not tested or not shown. The order is random; overall some 3.6% were active at least once.

SMILES	m5-HT2A agonist	MC4R ag barr	aDG glyco act	ABCB6 inh 2	PDI inh	CaV13 ICDI inh	MC4R antagonist	Glyco luc inh	Vif inh	Cardio protect
CCc1nnc(NC(=O)C2CCCN2C(=O)Nc2ccccc2OC)s1 (stereo not drawn)	-2	-1.0	0.0	94	6	-4	-1	1	1	9
OCCn1c(C(F)(F)F)nc2ccccc21	-1	1.0	-0.2	99	-1	/	4	4	-3	6
N#Cc1cc(-c2ccccc2)oc1NC(=O)c1ccccc1	-6	0.1	-0.2	104	-16	-2	12	-1	-9	-12
Cc1ccc(NC(=O)CNC(=O)CC23CC4CC(CC(C4)C2)C3)c(O)c1	7	0.7	0.3	94	11	-6	6	1	-4	-4
CN1C(=O)c2ccc(NC(=O)CSc3ccccc3)cc2C1=O	10	-0.5	-0.1	98	3	-16	0	3	-15	1
Cc1sc(NC(=O)c2ccc(Cl)s2)c(C(N)=O)c1C	-4	1.2	0.1	98	3	-6	6	-5	0	-7
C[C@H]1CN([C@@H](C)CO)C(=O)CCCn2nncc2CO[C@@H]1CN(C)Cc1ccc2c(c1)OCCO2	-2	-1.5	-0.2	97	-9	/	6	0	-1	1
COc1ccc(Cl)cc1C(=O)Nn1cnc2ccccc2c1=O	-2	-0.1	0.0	99	-2	-9	5	1	1	-1
Cc1c(NC(=O)c2ccc3ncccc3c2)c(=O)n(-c2ccccc2)n1C	-2	-0.5	0.0	90	1	-4	-10	1	0	4
O=C(CNC(=O)c1ccc(N2C(=O)c3ccccc3C2=O)cc1)OCC(=O)c1ccccc1	-2	-0.8	-0.1	101	3	-2	-1	-1	42	-3
Cc1cc(C(=O)OC(C)C(=O)Nc2cccc(S(=O)(=O)N3CCOCC3)c2)c(C)o1 (stereo not drawn)	-3	-2.4	0.7	102	6	/	4	1	1	-2
CC1=C(C#N)C(=O)N(C)C(C)(C)C1	2	-0.6	0.4	105	10	-4	9	3	-12	2
CC1CC(C)CN(C(=O)c2ccc3nc[nH]c3c2)C1 (stereo not drawn)	16*	-0.7	-0.2	96	-2	/	0	3	-7	2
CCC(=O)Nc1cccc(C2=NOC3(C2)C[C@@H](C(N)=O)N(C(=O)CC(c2ccccc2)c2ccccc2)C3)c1 (stereo partly drawn)	-1	-1.0	-0.1	101	0	-2	4	-1	-13	3
COc1ccc2c(c1OC)C(=O)N1c3ccccc3C(=O)N(c3ccccc3)C21 (stereo not drawn)	3	-1.0	-0.1	110	-5	/	5	-2	-14	54*
Nc1c(C(=O)N2CCCC2)sc2nc3c(cc12)CCCCCC3	0	-1.3	0.0	96	4	-4	4	-2	-10	0
CC1(N=Cc2cc(Cl)ccc2O)COP(=O)(NC2CCCC2)OC1 (stereo not drawn)	6	-1.6	0.0	87	6	-9	-1	2	-2	39
Cn1c(Cn2c(=O)sc3ccccc32)nnc1SCC(=O)Nc1ccc(F)cc1	4	-0.1	-0.1	97	/	-3	22	0	3	-1
CS(=O)(=O)Nc1ccc2c(c1)OCC(=O)N2Cc1ccccc1	4	-0.7	-0.1	100	-3	-6	8	-2	9	0
CCOC(=O)c1c(C)[nH]c(C=C2C(=O)CCCC2=O)c1O	6	1.1	-0.2	101	0	-6	3	1	13	12
Cc1cc(N)ccc1N1CCCC1	-1	-1.3	-0.4	102	5	/	7	6	-1	-16
Cc1ccc(CSc2nnc(-c3ccncc3)n2C)cc1	3	0.8	0.3	84	2	-5	6	6	5	1
CC(C)(C)c1ccc(Cn2c(=N)n(CC(O)c3ccco3)c3ccccc32)cc1 (stereo not drawn)	-5	1.0	-0.7	97	0	/	-7	3	-15	-27
C/C(CC(=O)Nc1ccc(N(C)C)cc1)=N\NC(=O)c1ccccc1O	1	1.3	-0.2	89	-2	-2	3	-3	-10	-5
CC(C)CN1C(=O)c2ccccc2C1c1nnnn1-c1ccc2c(c1)OCCO2 (stereo not drawn)	-4	/	0.1	104	/	-7	/	/	/	/
Cc1cc2c3nonc3ccc2n1C	-1	0.1	0.1	101	-1	-3	-3	0	-5	0
CSc1nnc(-c2ccc(S(=O)(=O)N3CCOCC3)cc2)n1CC1CCCO1 (stereo not drawn)	3	-1.1	-0.1	93	-5	-10	0	-1	-9	2
COc1ccc(S(=O)(=O)Cc2ccc(C(=O)NC3CCCC3)o2)cc1	0	-0.4	-0.3	107	/	-2	0	-2	-4	-9
COc1ccc(N(CC(=O)NC2CCCCC2)C(=O)c2ccc(C)s2)cc1OC	1	2.2	-0.2	96	-3	-5	-3	1	6	9
COC(=O)c1cc(OC)c(OC)cc1NC(=O)CN1CCCCC1	8	2.1	0.1	101	-6	-5	-1	0	6	2
COCCN(C(=O)COC(=O)c1cccnc1SC)c1c(N)n(Cc2ccccc2)c(=O)[nH]c1=O	9	1.0	0.1	97	10	-17	0	3	17	-4
Cc1ccc(/C=C/C(=O)OCC(=O)NCCN2C(=O)CSC2=O)o1	2	-2.1	-0.2	100	-3	-5	1	3	4	-1
OC(c1ccccc1)(c1ccccc1)C1CCN(C(=S)Nc2ccc(F)cc2)CC1	1	-1.3	0.2	101	24	-4	4	-2	-2	3
S=c1[nH]nc(Cc2ccc(Cl)cc2)o1	0	-2.3	-0.1	102	5	-3	3	2	0	-1
CCOc1ccc(S(=O)(=O)N2CCC(C(=O)N3CCc4ccccc4C3)CC2)cc1	4	-2.3	0.3	94	7	-6	14	-4	-17	-1
Cc1c(C)c2ccc(OCC(=O)N(C)C)c(C)c2oc1=O	3	0.7	0.0	91	-2	/	17	4	-8	13
Cc1cc(NC(=O)CSc2nnc(-c3ccco3)n2N)no1	2	0.6	0.0	94	-5	-6	6	0	3	3
CCOC(=O)c1sc2nc(CC(=O)OC)nc(N3CCN(c4ccccn4)CC3)c2c1C	-6	-1.4	-0.2	98	3	-8	12	-3	1	32
COCc1c(C(=O)N2CCN(c3ncccn3)CC2)oc2ccccc12	-5	-1.9	0.2	96	-3	-2	-7	-3	-1	6
CC(C)[C@H](NC(=O)[C@@H]1Cc2ccccc2CN1)C(=O)Nc1ccc2c(c1)OCO2	-2	-2.5	-0.7	103	5	-4	0	-1	14	-5

Next section, starting with the last 3 of the part before.
SMILES	m5-HT2A agonist	MC4R ag barr	aDG glyco act	ABCB6 inh 2	PDI inh	CaV13 ICDI inh	MC4R antagonist	Glyco luc inh	Vif inh	Cardio protect
CCOC(=O)c1sc2nc(CC(=O)OC)nc(N3CCN(c4ccccn4)CC3)c2c1C	-6	-1.4	-0.2	98	3	-8	12	-3	1	32
COCc1c(C(=O)N2CCN(c3ncccn3)CC2)oc2ccccc12	-5	-1.9	0.2	96	-3	-2	-7	-3	-1	6
CC(C)[C@H](NC(=O)[C@@H]1Cc2ccccc2CN1)C(=O)Nc1ccc2c(c1)OCO2	-2	-2.5	-0.7	103	5	-4	0	-1	14	-5
COc1ccc(C)cc1S(=O)(=O)N1CCN(c2ccccc2)CC1	-8	1.1	-0.1	100	-2	-6	7	-5	5	-4
C#Cc1ccc2c(c1)COc1c3ccccc3nn1-2	-4	0.9	0.1	103	-3	-5	-1	-5	-8	-7
Fc1ccccc1COc1cccc(/C=N/n2cnnc2)c1	-2	-1.3	0.6	93	-7	-5	-3	-1	-11	-5
Cc1cc(C)n2c(SCc3ccc(C#N)cc3)nnc2n1	5	-1.8	-0.2	99	5	-4	3	2	3	2
Cn1c(=O)c(NCCc2ccccc2)c2c3c(cccc31)C(=O)c1ccccc1-2	0	-0.9	0.5	i	-1	/	2	-2	i	46
CCN(C(=O)CN1CCCCC1)c1c(N)n(Cc2ccccc2)c(=O)[nH]c1=O	-7	0.1	-0.2	94	-2	-6	9	0	16	3
COC(=O)NNC(=S)Nc1ccc(Br)cc1	4	-3.3	0.2	97	-2	2	17	0	-7	-2
CC(=O)Nc1ccc(C(=O)OCC(=O)c2ccc(C)c([N+](=O)[O-])c2)cc1	0	-0.3	0.1	91	2	-1	-2	-1	20	-12
Cc1cc(-c2nnc(CCC(=O)NCCc3ccccc3F)o2)no1	0	2.3	0.1	106	-4	-6	-4	-2	-2	4
CCOC(=O)N1CCN(C(=O)c2oc3ccc(S(=O)(=O)N4CC(C)CC(C)C4)cc3c2C)CC1 (stereo not drawn)	5	1.1	0.7	96	-14	-6	5	-3	-12	-7
[O-]C1=N/[N+](=C/c2ccc(Cl)c(Cl)c2)CC1	0	-2.4	-0.1	93	12	-6	4	-1	/	1
CC(C)(C)c1ccc(CSc2nnc(-c3ccccc3NC(=O)c3ccccc3)o2)cc1	3	-2.7	0.1	94	7	-3	-4	0	3	0
COC(=O)c1ccc2c(=O)n(Cc3ccc(C(=O)NC(C)C)cc3)c(=S)[nH]c2c1	4	-1.9	-0.2	103	1	-3	4	17	3	2
CC(NC(=O)c1ccccc1)C(=O)NC1=NCCS1 (stereo not drawn)	2	-1.5	0.1	97	5	-4	7	4	-1	0
Cc1nn(-c2ccccc2)c(C)c1NC(=O)COC(=O)c1cc(Br)ccc1O	9	-0.2	0.6	93	-3	-15	1	0	-2	5
CC(CCc1ccccc1)NCc1ccc(Cl)cc1Cl (stereo not drawn)	3	2.7	0.3	101	8	5	5	-4	11	-16
COc1ccc(S(=O)(=O)Nc2cccc(F)c2)cc1C	2	-4.1	-0.1	89	-1	9	-6	1	-7	-10
COc1ccc(/C=C/C(=O)N2CCN(C)CC2)cc1OC	1	-0.8	0.0	94	1	28	15	0	-4	7
Cn1c(SCC(=O)NNC(=O)Cc2ccccc2)nnc1-c1ccccc1	1	-2.1	-0.1	101	-5	-4	-2	-1	0	-3
CN(CC(=O)NC1CCCCCC1)S(=O)(=O)c1ccc(F)cc1	-1	-2.1	1.9	100	-4	/	-1	1	-15	-2
COc1ccc([C@@H]2CC=C(C(=O)O)[C@H](c3ccc(F)cc3)N2S(=O)(=O)c2ccc(Cl)cc2)cc1	-2	0.1	-0.2	99	-18	-11	11	2	1	0
Cc1[nH]nc(Sc2ccccn2)c1[N+](=O)[O-]	4	-1.3	-0.2	97	-1	-4	21	1	-8	12
CC1(C)CC(=O)c2ccc(O)cc2O1	0	-3.1	0.3	101	1	21	8	4	12	-3
O=C(c1ccc([N+](=O)[O-])s1)N1CCc2ccccc21	0	0.0	0.4	106	-2	-2	9	3	9	1
O=S(=O)(Nc1cccc(-c2ccc3nncn3n2)c1)c1ccccc1F	-6	1.0	0.5	103	-11	-5	1	1	3	-1
